Bioassay records deposited in PubChem by National Center for Advancing Translational Sciences (NCATS).
ALOX12 inh = ALOX12 (human) lipoxygenase inhibition. P18054. purified 12hLO, xylenol orange hydroperoxide absorbance. Potency, µM (titrated, usually from 108 µM), for inactives: top-dose activity change, negative = inhibition, actives largely listed as inhibitors. 1.1% of 580,000 active; active means well fitted inhibition curve with a large enough effect; inconclusive means small, poorly fitted or top-dose-only effect, or another doubt; inactive means no such curve, though single readings can be large or run the other way
Target sequence (P18054 whole entry, looked up): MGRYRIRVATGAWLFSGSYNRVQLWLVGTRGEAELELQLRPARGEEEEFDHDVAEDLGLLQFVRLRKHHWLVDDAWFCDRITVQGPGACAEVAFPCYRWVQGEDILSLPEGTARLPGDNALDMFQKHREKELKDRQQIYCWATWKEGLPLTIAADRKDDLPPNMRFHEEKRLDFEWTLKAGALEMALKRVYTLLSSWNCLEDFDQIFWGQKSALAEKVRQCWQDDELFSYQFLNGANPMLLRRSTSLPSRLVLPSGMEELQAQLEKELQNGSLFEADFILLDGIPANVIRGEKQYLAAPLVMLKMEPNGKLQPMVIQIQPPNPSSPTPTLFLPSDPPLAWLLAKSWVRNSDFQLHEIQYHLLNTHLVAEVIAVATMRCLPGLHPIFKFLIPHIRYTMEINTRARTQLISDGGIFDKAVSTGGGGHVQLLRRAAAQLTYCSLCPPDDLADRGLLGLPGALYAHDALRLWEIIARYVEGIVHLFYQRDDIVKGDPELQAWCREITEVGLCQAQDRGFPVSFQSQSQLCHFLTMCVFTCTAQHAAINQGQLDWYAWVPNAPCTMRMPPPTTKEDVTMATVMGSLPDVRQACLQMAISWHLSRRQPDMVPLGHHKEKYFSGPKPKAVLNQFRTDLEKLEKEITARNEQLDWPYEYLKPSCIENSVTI
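Hydroperoxide product was detected by ferrous iron/xylenol orange as the 573 to 405 nm absorbance ratio. Arachidonic acid at 40 uM (final) was turned over for 30 min at room temperature by 150 nM human 12hLO, pH 7.0 Hepes buffer, after 15 min compound preincubation.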
Numbers without * were called inactive; ? = inconclusive; [ ] = another dose, or the depositor's remark. On the % scale 0 is the no-effect control and ±100 the full control effect; potency means the concentration at half of the fitted maximal effect.

SMILES	ALOX12 inh
O=C(c1ccc(C(F)(F)F)cc1)N1CCC2(CNc3ccccc3[S+](=O)([O-])N2)C1 (stereo unspecified)	21.7%
O=C(CNC(=O)c1cnccn1)NC1CCCc2c1[nH]c1ccc(Cl)cc21 (stereo unspecified)	28.6%
O=C(COc1ccccc1)N1CCC([C@@H]2CNC[C@H]2CO)CC1	20.1%
O=C(C(=O)N1CCC(CNS(=O)(=O)c2ccc(C(F)(F)F)cc2)CC1)c1cccs1	-3.2%
O=C1CCN(Cc2ccccn2)CCCC(c2nc(-c3cccnc3)no2)CCN1 (stereo unspecified)	74.1%[activator]
O=C1CCN(Cc2cccc(F)c2)CCCC(c2nc(-c3cccnc3)no2)CCN1 (stereo unspecified)	-1.9%
CCN1CCN(C(=O)C2Cn3cccc3C(=O)N2C)CC1 (stereo unspecified)	9.0%
CN1CCN(C(=O)c2ccc(CC3CCN(S(C)(=O)=O)CC3)cc2)CC1	54.1%[activator]
CC1=C(C(=O)N(C)C)C(c2ccc(Cl)cc2)N2C(CC(=O)N3CCOCC3)=CSC2=N1 (stereo unspecified)	20.1%
COc1ccccc1N1CCN([C@@H]2[C@H](O)[C@H](CO)O[C@@H]2CNC(=O)Nc2ccccc2)CC1	?
O=C(NCc1nc(-c2cccc(F)c2)c(-c2ccccn2)[nH]1)C1CCOC1 (stereo unspecified)	112.1%[activator]
Cc1nc(CC(=O)NCc2cccnc2N2CCOCC2)cs1	15.6%
N[S+](=O)([O-])c1ccc2c(c1)OCCN(Cc1ccccc1Cl)C2	58.3%[activator][176 µM]
CS(=O)(=O)N1CCCN(C(=O)Cc2ccc(OC(F)(F)F)cc2)c2ccccc21	5.3%
CS(=O)(=O)N1CCC(OC2CCN(C(=O)Cc3c[nH]c4ccccc34)CC2)CC1	31.3%
COCCC(=O)N1CCC2(CC1)CN(C(C)=O)CC2COC (stereo unspecified)	3.6%
COc1cccc(CN2CCN3C(=O)N(C4CCCCC4)C[C@H]3C2)c1	14.0%[176 µM]
COCCNC(=O)c1ccc(CC2CCN(C(=O)Cc3ccccc3)CC2)cc1	11.4%
NC(=O)[C@@H]1CN(C2CCSCC2)C[C@H]1COc1ccccc1	37.1%[activator]
CC[C@H]1CN(C(=O)NC2CCCCC2)CC[C@H]1CC(=O)Nc1ccccc1	23.2%[176 µM]
CS(=O)(=O)c1ccc(-c2cnc([C@@H]3COCCN3Cc3cnc4ccccc4c3)[nH]2)cc1	70.2%[activator]
COc1ccc(C(=O)N2CCOCC(O)(CN3CCCC3)C2)c(OC)c1 (stereo unspecified)	32.9%[activator]
CC(C)c1cc(C(=O)N2CC[C@H](N3CCOCC3)[C@H](CCCO)C2)nc(N)n1	29.7%
COc1cccc(-c2cc3c(=O)n(CCNC(=O)c4ccoc4)ccn3n2)c1	21.1%
Cc1noc([C@@H]2CN(C(=O)c3ccoc3C)C[C@H]2CO)n1	21.3%
Cn1cccc1CN1CC(Oc2ccc(F)cc2F)C1	0.9%[12.5 µM]
COc1ccc(-c2ccc3c(c2)C(=O)N2CC[C@H](NC(=O)C4CCCC4)[C@H]2C(=O)N3)cc1	4.4%[176 µM]
O=C(NCC1COc2ccccc2C1)c1nccnc1C(=O)N1CCCCC1 (stereo unspecified)	8.1%
COc1ccc(-c2noc(-c3nnn4c3COC(c3ccc(Cl)cc3)C4)n2)cc1F (stereo unspecified)	27.8%
Cn1ncnc1CCNC(=O)[C@H]1CCC[C@H](O)C1	5.4%
O=C(Cc1ccccc1Cl)NCc1nnc2c(-c3nc(C4CC4)no3)cccn12	60.5%[activator]
COC[C@@H]1[C@H](C(=O)NCc2cc(F)cc(F)c2)CCC(=O)N1C	4.9%
COc1ccc(C(=O)N2CCCCCCNC(=O)[C@@H]3C[C@@H](c4nc(C(C)C)no4)C[C@@H]32)c(OC)n1	19.4%
CN(C)[C@@H]1CN(C(=O)c2ccccc2)CC[C@]1(O)c1ccccc1	27.8%
CN1CC(=O)N(C2CCCCC2)Cc2c(NC3CC3)ncnc21	2.9%[6.33 µM]
O=C(Nc1ccc(Cl)cc1)N1CCCC(c2nn(-c3ccc(F)cc3)c(=O)[nH]2)C1 (stereo unspecified)	?
O=C1NCCCCCN(C(=O)c2ccccn2)[C@H]2CCC[C@@H]12	41.1%[activator]
Cc1ccc(OCC(=O)N2[C@@H]3CC[C@H]2CC(NC(=O)c2ccncc2)C3)cc1 (stereo partly specified)	44.1%[activator]
O=C(c1ccc(Cl)cc1)N1CCC(n2cc[nH]c2=O)CC1	8.5%[6.33 µM]
COc1ccc(C(=O)N2CCC3(C2)C(=O)Nc2ccccc23)cc1 (stereo unspecified)	-1.7%[6.33 µM]
COc1ccccc1CC(=O)N[C@@H]1CN(C2CCOCC2)C[C@H]1CN(C)C	90.4%[activator]
Nc1ncccc1CN1CCC2(CC1)COCCN2C(=O)OCc1ccccc1	12.1%[176 µM]
O=C(NCC1CCOCC1)c1ccc(F)cc1	5.1%
CC[C@H]1CN(S(=O)(=O)c2ccccc2)CC[C@H]1CC(=O)N1CCOCC1	11.3%[176 µM]
CC(C)c1nc2c(c(-c3ccc(Cl)cc3)n1)CCN([S+](=O)([O-])c1ccccc1)CC2	-0.4%[6.33 µM]
O=C(CN1C(=O)NC(c2ccc(Cl)cc2)C2=C1COC2=O)Nc1cc(F)ccc1F (stereo unspecified)	?
CC(=O)N1CCN(c2cc(-c3noc([C@@H]4CCCN4Cc4ccccc4)n3)ccn2)CC1	-0.5%[176 µM]
COc1ccc(C(=O)N2CCC(c3n[nH]c(=O)n3Cc3ccc(F)cc3)CC2)cc1	6.7%
C=CCNc1ncnc2c1CCN(C(=O)COCC1CCCO1)CC2 (stereo unspecified)	15.7%
COCCN(C)C[C@H]1C[C@H](CO)CN(C(=O)c2cc3ccccc3s2)C1	-11.3%
CC(C)C1=NOC2(CCN(C(=O)c3ccccn3)C2)C1 (stereo unspecified)	4.6%[12.5 µM]
Cc1nn(-c2ccc(C(C)(C)C)cc2)c(C)c1[C@@H]1C=C[C@@H](NC(=O)NC(C)C)C1	?
CC1(COc2ccccc2)COc2ccc(C(=O)NCc3cnccn3)cc2N1 (stereo unspecified)	?
COc1ccc(C(=O)N2CCC(N3C(=O)CCC3C(=O)NCc3ccccc3)CC2)c(C)c1 (stereo unspecified)	30.9%
COc1ccc(NC(=O)Cn2c(C)cc3nc4n(c(=O)c32)CCCCC4)cc1OC	12.4%
Cc1noc(-c2cn(C3CCN(C(=O)c4ccc(F)c(F)c4)C3)nn2)n1 (stereo unspecified)	12.3%
Cn1c(=O)[nH]cc(CC(=O)NCc2cccnc2-n2ccnc2)c1=O	9.7%
COc1cccc(NC(=O)O[C@@H]2CO[C@H]3[C@@H]2OC[C@@H]3Nc2nccc(-c3cccc(F)c3)n2)c1	-4.6%
COc1cccc(CN2Cc3nc(-c4cncnc4)ccc3OCC2=O)c1	-0.2%[176 µM]
CN(C(=O)C1(N)CC1)C1CCCN(CCc2ccccc2)C1 (stereo unspecified)	52.6%[activator]

Reprinted at random: six entries already listed, in no set order.
SMILES	ALOX12 inh
O=C(CN1C(=O)NC(c2ccc(Cl)cc2)C2=C1COC2=O)Nc1cc(F)ccc1F (stereo unspecified)	?
CC1(COc2ccccc2)COc2ccc(C(=O)NCc3cnccn3)cc2N1 (stereo unspecified)	?
COc1ccccc1CC(=O)N[C@@H]1CN(C2CCOCC2)C[C@H]1CN(C)C	90.4%[activator]
COc1cccc(NC(=O)O[C@@H]2CO[C@H]3[C@@H]2OC[C@@H]3Nc2nccc(-c3cccc(F)c3)n2)c1	-4.6%
CN(C(=O)C1(N)CC1)C1CCCN(CCc2ccccc2)C1 (stereo unspecified)	52.6%[activator]
COCCN(C)C[C@H]1C[C@H](CO)CN(C(=O)c2cc3ccccc3s2)C1	-11.3%

New compounds follow.
SMILES	ALOX12 inh
O=C(Cc1ccccn1)NCC1COc2ncncc2C(=O)N1Cc1ccccc1 (stereo unspecified)	15.3%[176 µM]
CC(CCc1ccccc1)NC(=O)CC(c1cccc2c1OCO2)c1c[nH]c2ccccc12 (stereo unspecified)	-20.8%
O=C1CCN(C(=O)C2CCN(C(=O)c3cnccn3)CC2)CCCCCCN1	34.1%[activator]
CCNC(=O)[C@@H]1C[C@@H](NC(=O)CN2CCOCC2)CN1Cc1ccc(C)o1	1.5%
CNC(=O)CCn1ncc2cc(OCc3ccccc3-c3ccc(F)c(Cl)c3)ccc21	?
O=C(NCC1CC1)C1CCN(C(=O)c2ncn3c2COC(c2ccccc2)C3)CC1 (stereo unspecified)	17.4%
CCNC(=O)N1CCCC1c1noc(CCC(=O)NC(C)C)n1 (stereo unspecified)	-13.9%
Cn1ccc(C(=O)N2CC(CNc3ccccc3)C3(C2)CN(c2ccccc2)C3)n1 (stereo unspecified)	-42.7%[176 µM]
Cc1cccc(CN2CCCC23Cc2ccccc2CNC3=O)c1 (stereo unspecified)	?
COCC1CN(C(C)=O)CC12CCN(C(=O)Cc1cccc(F)c1)CC2 (stereo unspecified)	41.6%[activator]
COc1ccc(OC)c(CNC(=O)C2Cn3cccc3C(=O)N2Cc2cccnc2)c1 (stereo unspecified)	58.2%[activator]
CO[C@H]1[C@H](NC(=O)c2ccc3n[nH]nc3c2)c2ccccc2C12CCNCC2	48.6%[activator]
Cn1ncc(N2CCC(NC(=O)CC3CCCC3)CC2)cc1=O	46.5%[activator]
C=CCN1[C@@H](CC(C)C)COc2cccc(N3CCCC3)c2S1(=O)=O	-4.4%
Cc1cc(-c2nc(C3CCOCC3)nn2Cc2ccccc2C)c(C)o1	90.2%[activator]
Cc1ccc(CC(=O)N2CCN(c3cc(-c4ccccc4)[nH]n3)CC2)cc1	6.0%
O=C(c1ccncc1)N1CCCC(CCc2ccc(F)cc2)C1 (stereo unspecified)	32.7%[activator]
COc1ccc(OCc2nc(C3CN(C(=O)Nc4cccc(F)c4)C3)no2)cc1	?
O=C(CC1CC1)N1CC(=O)N2[C@H](CO)[C@@H](c3ccc(Br)cc3)[C@@H]2C1	?
CCCCc1nn(CC(=O)N2CCCC(O)C2)c(=O)n1CCc1ccccc1 (stereo unspecified)	23.1%

Ordered by the number under ALOX12 inh (low to high): 3 from the list above
SMILES	ALOX12 inh
C=CCN1[C@@H](CC(C)C)COc2cccc(N3CCCC3)c2S1(=O)=O	-4.4%
O=C(NCC1CC1)C1CCN(C(=O)c2ncn3c2COC(c2ccccc2)C3)CC1 (stereo unspecified)	17.4%
CCCCc1nn(CC(=O)N2CCCC(O)C2)c(=O)n1CCc1ccccc1 (stereo unspecified)	23.1%

(next part)
SMILES	ALOX12 inh
CC(C)CC(=O)NC[C@@H]1C[C@H](F)CN1C(=O)CCCc1cccs1	59.4%[activator]
CCOC(=O)c1cccc(NC(=O)N2CC[C@@H](CC(=O)Nc3nccs3)[C@@H](CC)C2)c1	2.3%
CC(C)CN1C(=O)c2cccn2CC1C(=O)NC1CCS(=O)(=O)C1 (stereo unspecified)	28.8%
O=C(NCc1ccc(Cl)cc1)c1cccn2nccc12	?
NCc1cccc(-c2cccc(C(F)(F)F)c2)c1	10.7%[12.5 µM]
CN1[C@@H](CCC(=O)NCc2ccc(F)cc2)CNC(=O)[C@@H]2[C@H]1CCN2Cc1ncc[nH]1	125.8%[activator][176 µM]
NC(=O)[C@@H](Cc1c[nH]c2ccccc12)NC(=O)[C@@]1(O)C[C@@H](O)[C@H](O)[C@@H](NC(=O)c2ccc(F)c(Cl)c2)C1	13.9%
C=CCOC(=O)C1=C(C)N=C2SC=C(CC(=O)NC3CC3)N2C1c1cccc(OC)c1OC (stereo unspecified)	41.1%[activator]
CC(=O)Nc1cccc(-c2cc3c(ccn3C)c(C(=O)NCc3c(C)cc(C)[nH]c3=O)n2)c1	-5.4%
Cc1ccc(CNC(=O)CC2=C3CCCCC3NC2=O)o1 (stereo unspecified)	55.1%[activator]
CS(=O)(=O)N(C[C@H]1O[C@H](Cc2cc(-c3ccccc3)on2)CC[C@@H]1O)S(C)(=O)=O	28.8%
COCC(=O)Nc1ccc(-c2noc([C@@H]3CCCN3Cc3ccc(S(C)(=O)=O)cc3)n2)cn1	21.9%
Cc1noc(C)c1-c1cc2c(cc(C)n2CCN(C)C)c(-c2cccnc2)n1	14.1%[176 µM]
Cc1nc(-c2ccc(F)cc2)n(Cc2ccccc2F)c(=O)c1CCO	?
CCOC(=O)Cn1cc(CN2CCS(=O)(=O)N(Cc3ccc(F)cc3)C(C(=O)OC)C2)nn1 (stereo unspecified)	?
CC(=O)N1Cc2ccccc2CC2(CCCN(CC3CCCCC3)C2)C1 (stereo unspecified)	6.7%[6.33 µM]
Cc1cccc(-c2cccc(NC(=O)C3CCCN(C(=O)CC(F)(F)F)C3)c2)c1 (stereo unspecified)	21.0%
CCCCCNC(=O)CCN(CC)C(=O)c1cc(C)oc1C	38.7%[activator]
Cc1cccc(CCN2CCc3[nH]cnc3C2C(=O)O)n1 (stereo unspecified)	28.0%
CCOc1ccccc1C1NC(=O)N(CC(=O)N(C)c2ccccc2)C2=C1C(=O)OC2 (stereo unspecified)	7.2%
COCCn1ccc2c(C3=CCOCC3)nc(-c3cccc4[nH]ncc34)cc21	10.3%[176 µM]
COc1ccc(CN[C@H]2[C@H](O)[C@@H](N(C)CCc3ccccn3)[C@@H]3OC[C@H]2O3)cc1	84.4%[activator][176 µM]
COc1ccc2cc([C@@H](C#N)C3CCCC3)ccc2c1	27.1%
O=C(NCCCn1cccn1)C1CN(S(=O)(=O)c2cccnc2)CC12CCCCC2 (stereo unspecified)	44.8%[activator]
CC(C)C(=O)Nc1ccc(C2(C(=O)N3CCCCC3)CCCCC2)cc1	?
O=C(CCC1CCCN(Cc2cccn2-c2cccnc2)C1)Nc1ccccc1F (stereo unspecified)	-7.4%
COCC(=O)N1C[C@@H]2C(=O)N(Cc3ccc4c(c3)OCO4)C(=O)[C@@H]2C1	7.8%
CC(C)(C)c1cc(CC2(NCc3ccc(OC(F)(F)F)cc3)COC2)no1	23.0%[176 µM]
CC(C)C[C@@H]1N[C@H](C(=O)NCc2ccc(C#N)cc2)Cc2c[nH]c3cccc1c23	-15.1%[176 µM]

Not all compounds are listed; rates above refer to the full screens.
